Compound activity from PubChem BioAssay.
EP2 mod: EP2 receptor (human) modulation; induction, % at 25 µM; AID 940; EP2-expressing cells, cAMP HTRF FRET, PGE2 co-stimulation; 260,000 compounds, 0.83% hits;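 active means compounds whose cAMP rise, as percent of the full-agonist control response, exceeds 60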;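 further: rat C6 glioma line stably carrying human EP2 under a CMV promoter; the protocol text gives 20 µM as final concentration; 100% = response of wells given 1 µM PGE2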
Target sequence (P43116 whole entry, looked up): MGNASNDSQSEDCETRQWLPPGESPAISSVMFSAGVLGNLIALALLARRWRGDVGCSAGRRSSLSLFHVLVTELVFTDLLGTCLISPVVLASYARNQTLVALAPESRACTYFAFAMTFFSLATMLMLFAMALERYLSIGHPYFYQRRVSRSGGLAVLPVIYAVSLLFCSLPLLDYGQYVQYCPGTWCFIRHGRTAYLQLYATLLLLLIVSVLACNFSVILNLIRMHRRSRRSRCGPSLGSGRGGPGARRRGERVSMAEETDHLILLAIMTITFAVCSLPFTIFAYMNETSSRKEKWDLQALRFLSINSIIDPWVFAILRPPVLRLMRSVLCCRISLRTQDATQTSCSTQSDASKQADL
* marks the source's active call; other numbers are inactive results. A portion of the library, so the mix of outcomes need not match the whole.

EP2 mod	smiles
-32	COc1ccccc1NC(=O)N(Cc1ccc(F)cc1)Cc1cc2cc(OC)c(OC)cc2[nH]c1=O
-1	NC(=O)c1ccc(C(=O)N2CCC3(CC2)NC(=O)c2ccccc2O3)c(F)c1
-21	O=C(NCCc1nc(-c2ccncc2)n[nH]1)C1(c2ccccc2)CC1
-44	COc1cccc(CN(Cc2cnn(C)c2C)CC2CCCO2)c1OC (stereo unspecified)
-20	Cc1ccc2cc(CN(Cc3cccnc3)S(=O)(=O)c3ccc(C)c(Cl)c3)c(=O)[nH]c2c1
5	CCOC(=O)c1c(NC(=S)NC(=O)c2c(Cl)cnn2C)sc2c1CCC(C)C2 (stereo unspecified)
17	NC(N)=Nc1ccc(-c2ccc(N=C(N)N)cc2)cc1
-16	NC(=O)c1c(NC(=O)c2cc3nc(-c4ccco4)cc(C(F)(F)F)n3n2)sc2c1CCC2
-22	O=C(CN1CCC(O)(c2ccccn2)CC1)Nc1ccccc1C(F)(F)F
-1	O=S(=O)(Nc1ccc(O)cc1)c1cccs1
-51	Cc1cccc(C)c1NC(=O)C(C)Sc1nnc2c3c(C)c(C)sc3ncn12 (stereo unspecified)
4	O=C(CSc1nc(-c2ccccc2)cc(C(F)(F)F)n1)Nc1ccc2c(c1)OCO2
39	COC(=O)[n+]1ccc(N2CCOCC2)cc1
52	Cc1ccc(C(C(=O)NC(C)(C)C)N(Cc2ccccc2)C(=O)c2csnn2)o1 (stereo unspecified)
12	CCn1c(COc2ccccc2C)nnc1SCC(=O)NC
-116	COc1ccccc1CNC(=O)CSc1nc(-c2ccco2)cc(C(F)(F)F)n1
-1	CCNC(=S)N(CCN(CC)CC)Cc1cc2cc(OCC)ccc2[nH]c1=O
-9	C=CCn1ncc(CN(Cc2cccnc2)C2CC(C)(C)NC(C)(C)C2)c1C
10	Cc1ccc(N=Nc2c(O)c(S(=O)(=O)O)cc3cc(S(=O)(=O)O)ccc23)c(C)c1
-17	Cc1cccc(C(=O)N(CCO)Cc2cc3cc4c(cc3[nH]c2=O)OCCO4)c1
-1	C/C(Cl)=C\Cn1c(N(C)Cc2ccccc2)nc2c1c(=O)n(C)c(=O)n2C
-8	CCN1C(=O)SC(CC(=O)O)C1=O (stereo unspecified)
56	CCc1nc(SCC(=O)N2CCCCC2C)c2ccccc2n1 (stereo unspecified)
17	COc1cc2cc(CN(Cc3cccs3)Cc3nnnn3C(C)(C)C)c(=O)[nH]c2cc1OC
-22	CC1CCN(CC(=O)N2CCC(c3ccnc4nc(C(F)(F)F)nn34)CC2)CC1
17	COc1ccc(C2/C(=C(/O)c3ccc(C)cc3)C(=O)C(=O)N2CCO)c(OC)c1 (stereo unspecified)
-74	COc1ccc2[nH]c(=O)c(CN(CCN(C)C)C(=S)NC(C)c3ccccc3)cc2c1 (stereo unspecified)
-80	O=C(Nc1ccccc1Cl)NC1CC2CCCC(C1)N2C1CC1 (stereo unspecified)
-25	CS(=O)(=O)c1cncnc1C1CCCN(C(=O)Nc2ccccc2F)C1 (stereo unspecified)
34	CCOC(=O)c1ccc(S(=O)(=O)N2C(C)CCCC2C)cc1 (stereo unspecified)

Part of the list above, in CSV form:
SMILES,EP2 mod
COc1ccccc1CNC(=O)CSc1nc(-c2ccco2)cc(C(F)(F)F)n1,-116
CCNC(=S)N(CCN(CC)CC)Cc1cc2cc(OCC)ccc2[nH]c1=O,-1

Back to the main list, starting four compounds before the break.
EP2 mod	smiles
-74	COc1ccc2[nH]c(=O)c(CN(CCN(C)C)C(=S)NC(C)c3ccccc3)cc2c1 (stereo unspecified)
-80	O=C(Nc1ccccc1Cl)NC1CC2CCCC(C1)N2C1CC1 (stereo unspecified)
-25	CS(=O)(=O)c1cncnc1C1CCCN(C(=O)Nc2ccccc2F)C1 (stereo unspecified)
34	CCOC(=O)c1ccc(S(=O)(=O)N2C(C)CCCC2C)cc1 (stereo unspecified)
-33	COc1ccc(OC)c([C@@H]2CN(Cc3ccccc3)C[C@H]2NC(=O)c2cccnc2)c1
-29	COc1ccccc1NC(=O)N(Cc1ccco1)Cc1cc2cc3c(cc2[nH]c1=O)OCCO3
-119	Cc1ccccc1N1CC(O)=C(c2nc3ccccc3s2)C1=N
39	CCc1cc2ccc(C)c(C)c2nc1SCC(=O)Nc1c[nH]c(=O)[nH]c1=O
-26	Cn1c(SCC(=O)Nc2cccc(Cl)c2Cl)nnc1-c1ccco1
-18	COc1ccccc1NC(=O)Cn1nc(C)n2c(cc3ccsc32)c1=O
45	COc1ccc(NC(=O)CSc2ncc(-c3ccccc3)n2Cc2ccco2)c(OC)c1
-1	Nc1cc(-c2cccs2)nn(CC(=O)N2CCC(Cc3ccccc3)CC2)c1=O
8	Cc1ccc(NCc2nnc(SCC(=O)N3c4ccccc4Sc4ccccc43)n2C)cc1
16	CN(C)CCn1c(CO)nc2c1c(=O)n(C)c(=O)n2C
-40	CC1CCN(c2nc3c(c(=O)[nH]2)CCN(Cc2ccc(F)c(F)c2)C3)CC1
14	COc1cc(S(=O)(=O)N2CCCCC2)ccc1N=Cc1c(O)n(-c2cccc(C)c2)c(=O)[nH]c1=O
-15	O=C(NC1CCCC1)c1cccnc1
-16	CCC(C)OC(=O)C(C)n1cnc2sc(C(=O)Nc3ccccc3OC)c(C)c2c1=O (stereo unspecified)
-6	Cc1ccc(Nc2c3c(nc4ncnn24)CCC3)cc1C
-13	CCN(CC)CCN(Cc1cc2ccc(C)cc2[nH]c1=O)C(=S)NC1CCCCC1
-22	COc1ccccc1N(CC(=O)NC1CCCCC1)C(=O)Cn1nnc(-c2ccc(C)o2)n1
-57	Cc1cc2c(o1)c1cnn(Cc3ccncc3)c(=O)c1n2C
-46	O=C(Cn1cc(C(=O)c2ccco2)c2ccccc21)Nc1ccccc1Cl
-18	C[C@@H](Cn1nnc2ccccc21)NC(=O)C1CC1
-27	CCc1nn(CC(=O)NCC2CC2)c(=O)c2cc3ccsc3n12
-55	CN(C)CCN(Cc1cc2cc3c(cc2[nH]c1=O)OCO3)C(=S)Nc1ccc(F)cc1
-40	C[n+]1ccccc1S(=O)(=O)[O-]
-64	COc1ccccc1C(=O)Nc1ccc(N2CCN(C(=O)C(C)C)CC2)c(Cl)c1
5	CC(NCCN(C)C)C(=O)NCC1CCCO1 (stereo unspecified)
-12	CCc1nc(NC(=O)Cc2sc(C)nc2-c2ccccc2)sc1C
13	c1ccc(NN(Cc2cnccn2)c2ccccc2)cc1
-55	C=CCn1c2cc(C)sc2c2cnn(CC(=O)N3CCC(C)CC3)c(=O)c21
-29	Cc1cc(C)n(CCC(=O)NCCc2nc(-c3cccnc3)n[nH]2)n1
-49	CCCn1c(SCC(=O)Nc2ccc(OCC)cc2)nnc1-c1cccnc1
10	COc1ccc(CN(Cc2cnc(C(C)C)nc2)CC2CCCO2)c(OC)c1 (stereo unspecified)
18	COc1ccc(OC)c(C(=O)CSc2nc(C)cc(C)c2C#N)c1
11	CCC(c1nnnn1C1CCCCC1)N(CCc1ccccc1C)Cc1cc2cccc(C)c2[nH]c1=O (stereo unspecified)
-19	CC(=O)c1cn(CC(N)=O)c2ccccc12
-3	N#CCc1ccc(NC(=O)Cn2c(=O)oc3ccccc32)cc1
21	CCOC(=O)CSc1nnc(-c2ccccc2F)o1
10	O=C(O)c1cccc(OCCO)c1
18	CCOc1ccc(C(=O)Nc2ccc(N3CCN(C(=O)c4cccs4)CC3)cc2)cc1
-7	COc1ccc(C)cc1N(CC(=O)N1CCCC1)S(=O)(=O)c1ccccc1
-47	Cc1cc(C)c(S(=O)(=O)NC2CC(C)(C)NC(C)(C)C2)cc1C
-28	COc1ccc(C2CC3CC(COC(=O)c4cc(OC)c(OC)c(OC)c4)CCN3C2)cc1 (stereo unspecified)
14	CCc1nc2sc3c(c2c2nnc(SCC(=O)NCc4ccco4)n12)CCC(C)C3 (stereo unspecified)
-22	COC(=O)c1ccc(Cn2cc([N+](=O)[O-])cn2)o1
-16	COc1ccc2[nH]c(=O)c(CN(CC3CCCO3)S(=O)(=O)c3ccccc3C(F)(F)F)cc2c1 (stereo unspecified)
-17	CC(=O)c1cccc(NC(=O)Cn2nc(C)c3ccccc3c2=O)c1
-24	COc1ccc(CC(=O)N2CCC(c3ccnc4nc(C(F)(F)F)nn34)CC2)cc1OC
-10	CCCc1ncc(CN2CCc3cc(OC)c(OC)cc3C2c2ccccc2)cn1 (stereo unspecified)
-17	c1ccc(CCCNc2nnnc3ccccc23)cc1
9	O=C(O)c1cccc(S(=O)(=O)N2CCC3(CC2)Nc2ccccc2-n2cccc23)c1
-18	COc1ccc2cc(C)c3nnc(SCC(=O)c4ccc5c(c4)OCCO5)n3c2c1
-80	COc1ccc(-c2cnc(SCC(=O)Nc3cccc(NC(C)=O)c3)[nH]2)cc1
-17	OCCN[C@@H]1c2cc(Cl)ccc2-c2c(Cl)cc(Cl)cc21
-40	COc1cc(CN2CCC(O)(c3ccccc3F)CC2)ccc1OCC(N)=O
-8	CC12CN3CC(C)(CN(C1)C3c1ccc(O)c(O)c1)C2 (stereo unspecified)
10	CCC(=O)NCCCn1c(-c2cccnc2C)cc2cccnc21
-9	CCC(c1nnnn1C1CCCCC1)N(CCCO)Cc1cc2cc(C)ccc2[nH]c1=O (stereo unspecified)
42	O=C(NC1CCCCC1)C(c1ccc(Cl)cc1)N(Cc1ccco1)C(=O)c1ccco1 (stereo unspecified)
-26	CCOC(=O)c1cccc(NC(=O)CN2CCC(c3nc4ccc(Cl)cc4[nH]3)CC2)c1
-34	CC1CCCN(C(=O)CSc2nc3ccccc3n2CC(=O)NC(C)C)C1 (stereo unspecified)
8	Cc1ccc2c(c1)N(CCCS(=O)(=O)[O-])/C(=C/c1cccc[n+]1C)S2

4 entries from above, as labelled records:
Cc1ccc(NCc2nnc(SCC(=O)N3c4ccccc4Sc4ccccc43)n2C)cc1
- EP2 mod: 8

CN(C)CCn1c(CO)nc2c1c(=O)n(C)c(=O)n2C
- EP2 mod: 16

CC1CCN(c2nc3c(c(=O)[nH]2)CCN(Cc2ccc(F)c(F)c2)C3)CC1
- EP2 mod: -40

COc1cc(S(=O)(=O)N2CCCCC2)ccc1N=Cc1c(O)n(-c2cccc(C)c2)c(=O)[nH]c1=O
- EP2 mod: 14

(more compounds)
EP2 mod	smiles
-7	COc1ccc(S(=O)(=O)N2CCSC2c2ccco2)cc1 (stereo unspecified)
3	COc1ccc(OC)c(N(CC(=O)N2CCCCC2)S(C)(=O)=O)c1
-35	O=C(CSc1nccc(=O)[nH]1)Nc1ccc(Cl)cc1
9	CCOC(=O)Cn1cnc2c(cnn2-c2ccc(OC)cc2)c1=O
-85	COc1cccc(CN2CCN(C(=O)c3ccc(N(C)C)cc3)[C@@H](C)C2)c1
24	CCN(CC)C(=O)CN1CCCC(c2ncncc2S(C)(=O)=O)C1 (stereo unspecified)
-6	CCC(c1nnnn1CCc1ccccc1)N(Cc1cc2cccc(C)c2[nH]c1=O)C1CCCC1 (stereo unspecified)
21	CN1C[C@H](c2ccccc2)C(O)([C@]2(c3ccccc3)CN(C)C[C@H](c3ccccc3)C2=O)[C@H](c2ccccc2)C1 (stereo partly specified)
-39	O=S(=O)(NCc1cccs1)c1ccc(S(=O)(=O)N2CCCCCC2)cc1
-76	CCOC(=O)Cc1[nH]nc2c1C(c1cccs1)C(C#N)=C(N)O2 (stereo unspecified)
4	COc1cccc(CNC(=O)C2CCCN(c3ncccn3)C2)c1 (stereo unspecified)
-4	COC(=O)CSc1nnc(-c2ccco2)n1-c1cccc(OC)c1
7	COc1cccc(/C(O)=C2/C(=O)C(=O)N(CCCN3CCOCC3)C2c2ccco2)c1 (stereo unspecified)
-72	CC1(C(=O)Nc2cnn(Cc3ccc(F)cc3)c2)CC(c2ccccc2)=NO1 (stereo unspecified)
19	C=CCn1c2ccccc2n2c(C(=O)CC)c(-c3ccccc3)nc12
-69	O=C(c1ccc(F)cc1)N1CCC(Cn2nc(-c3ccccc3)ccc2=O)CC1
-36	Cc1sc2ncn(CC(=O)N3CCCC3)c(=O)c2c1-c1ccc(Cl)cc1
-3	CC[C@@H](Cn1nc(-c2ccc(F)c(F)c2)ccc1=O)NC(=O)Cc1ccccc1F
15	O=C(c1c(F)cccc1F)N1CCC(n2nnc3ccccc3c2=O)CC1
-3	CCN(CC)C(=O)CSc1nnc(-c2ccco2)n1CCCOC
-14	CN1CCN(C(=O)CN2N=C(C(C)(C)C)Cn3c(cc4sccc43)C2=O)CC1
21	COc1ccc(CN(Cc2nc[nH]c2C)CC2CCCO2)c(OC)c1OC (stereo unspecified)
-28	CC1CCN(c2nc3c(c(=O)[nH]2)CN(Cc2cccs2)CC3)CC1
-13	CCn1c2cc(C)sc2c2cnn(Cn3nnc4ccccc43)c(=O)c21
3	O=C1NC(CC(=O)N2CCC(n3nnc(-c4ccc(F)cc4)n3)CC2)c2ccccc21 (stereo unspecified)
7	CC1CCc2c(sc3ncnc(SCC(=O)N4CCCCCC4)c23)C1 (stereo unspecified)
-27	C=CCn1c2cc(C)oc2c2cnn(CC(=O)N(C)C)c(=O)c21
-170	COc1ccc(C(=O)CSc2nnc(-c3ccc(OC)c(OC)c3)o2)cc1
-10	CC[C@H](Cn1nc(-c2ccc(OC)cc2)ccc1=O)NC(=O)c1cnn(C(C)C)c1
-48	COc1ccc(S(=O)(=O)N2CCCC(C(=O)Nc3cccc(C)c3)C2)cc1Cl (stereo unspecified)
37	CCc1ccc(CCC(=O)O)nc1
-33	CCOc1ccc2nc3sc(C(N)=O)c(N)c3cc2c1

Three structures already listed, arranged by molecular weight, ascending:
EP2 mod	smiles
-69	O=C(c1ccc(F)cc1)N1CCC(Cn2nc(-c3ccccc3)ccc2=O)CC1
-39	O=S(=O)(NCc1cccs1)c1ccc(S(=O)(=O)N2CCCCCC2)cc1
3	O=C1NC(CC(=O)N2CCC(n3nnc(-c4ccc(F)cc4)n3)CC2)c2ccccc21 (stereo unspecified)
